Screening data (PubChem)
MCF10A rereplic: induces DNA re-replication in MCF 10a normal breast cells. MCF 10A DNA re-replication, Hoechst nuclear intensity, 48 h. Potency, µM (highest dose often 46.1 µM), for the others: at the highest dose activity, positive = re-replication, usual class: activators. hit rate 2.9% among 350,000; also: potency is read from the fitted curve at half-maximal effect; % of control where 0% means no effect; nearly all actives have a fitted effect of over 50% in size
Nrf2 activator: activators of Nrf2 (ARE) signaling; AREc32 ARE-luciferase reporter (MCF7-derived line), luminescence, 24 h; Potency, µM (top dose mostly 46.1 µM), for the others: top-dose activation, actives largely listed as activators; hit rate 0.31% among 410,000; AID 624171; also: potency is read from the fitted curve at half-maximal effect; % of control where 0% means no effect; nearly all actives have a fitted effect of over 65% in size
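Luciferase luminescence (Steady-Glo, 30 min at room temperature) served as the read-out of ARE activation in AREc32 cells treated with compounds for 24 hr at 37 deg C.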
Nrf2 inh: inhibitors of Nrf2 signaling; A549 ARE-Fluc reporter, luciferase luminescence, 18-24 h; Potency, µM (highest dose often 46 µM), for the others: top-dose activity change, negative = inhibition, actives largely listed as inhibitors; hit rate 2.1% among 360,000; AID 504444; also: potency is read from the fitted curve at half-maximal effect; % is scaled to controls: 0 for no effect and ±100 for the full control effect; nearly all actives have a fitted effect of over 60% in size
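In this cell-based qHTS, ARE-driven firefly luciferase in A549 cells reports Nrf2 activity; the luminescent signal after BugLite lysis is the measured value, with a prior CellTiter-Fluor read for cell health.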
ATXN2 expr inh: ATXN2 expression inhibition | hit rate 0.72% among 360,000 | HEK-293 ATXN2-luciferase reporter, luminescence, 24 h | AID 1745845 | Potency, µM (series often up to 57 µM), for inactives: at the top dose activity change, negative = inhibition, actives largely listed as inhibitors; also: potency is read from the fitted curve at half-maximal effect; % is scaled to controls: 0 for no effect and ±100 for the full control effect; nearly all actives have a fitted effect of over 55% in size
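qHTS (up to 57 uM final) was run with 24 h compound exposure of reporter cells at 37 °C. Each well was multiplexed: SteadyGlo luminescence measured ATXN2-luciferase expression after a fluorogenic Gly-Phe-AFC viability readout (25 uM final).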
IL-1B inflam inh: inhibitors of inflammasome signaling (IL-1 beta secretion). THP-1 LPS/ATP IL-1B secretion, AlphaLISA, 16 h; hits give low values. activity change, % at 57.5 µM. hit rate 4.7% among 360,000. AID 743279; in the data active = activity change below about -50%; inconclusive = mostly about -30% to -49%; also: % is scaled to controls: 0 for no effect and ±100 for the full control effect
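Secreted IL-1B measured by AlphaLISA bead assay after 16 h compound exposure of THP-1 cells; compounds (final up to 57.5 uM) added 1 h before LPS (250 ng/mL) and ATP (1.25 mM) stimulation; lower signal means less secretion.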
HepG2 tox: HepG2 cytotoxicity, counter-screen for TGF-b inhibitors | HepG2 CAGA-GFP viability, ATP luminescence, 18 h | Potency, µM (doses to about 46.1 µM), without a hit: at the highest dose activity change, negative = cytotoxicity, actives largely listed as cytotoxic | hit rate 0.76% among 410,000 | AID 588856; also: potency is read from the fitted curve at half-maximal effect; some results filed as inactive show a strong effect at the top dose
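CellTiter-Glo luminescence gave cytotoxicity after 18 hours at 37 degrees C. The cells were HepG2 CAGA-GFP in 1% FBS DMEM, stimulated with 500 pg/mL TGF-beta after compound addition. %Activity was normalised to no-cell wells (complete cell-killing) and DMSO (no toxicity), and curves were fitted and classified.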
TGFb inhibitor: inhibitors of TGF-b signaling; HepG2 CAGA-GFP TGF-b/SMAD3 reporter, GFP fluorescence, 18 h; TGF-beta stimulated, 500 pg/mL final; Potency, µM (doses to about 46.1 µM), for the others: at the top dose activity, negative = inhibition, usual class: inhibitors; hit rate 1.2% among 410,000; AID 588855; also: potency is read from the fitted curve at half-maximal effect; % is scaled to controls: 0 for no effect and ±100 for the full control effect; nearly all actives have a fitted effect of over 65% in size
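TGF-beta reporter screen: HEPG2 CAGA-GFP, 1% FBS, 500 pg/mL TGF-beta final, 18 h; per-cell GFP summed per well; curves fitted and categorized by class.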
A549 viability: kills or reduces viability of A549 cells in Nrf2 counter-screen. A549 ARE-Fluc cells, CellTiter-Fluor viability, 18-24 h. Potency, µM (top dose mostly 46 µM), without a hit: at the top dose activity change, negative = cytotoxicity, hits mostly inhibitors. hit rate 0.16% among 390,000; also: potency is read from the fitted curve at half-maximal effect; % is scaled to controls: 0 for no effect and ±100 for the full control effect
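A549 ARE-Fluc cells in 5% FBS OPTI-MEM, 5000 cells/well, rested 2 h then exposed to compounds in concentration-response for 18-24 h at 37 °C. Viability by CellTiter-Fluor fluorescence (Ex 405/Em 525) after 30 min; luciferase luminescence (BugLite, 15 min, RT) read afterwards.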
ATXN viability: cell viability loss in ATXN counter-screen; S2 cells (HEK-293 line with an ATXN2-luciferase reporter) viability, CellTiter-Fluor protease fluorescence, 24 h; Potency, µM (doses to about 56.7 µM), hits mostly cytotoxic; hit rate 0.49% among 400,000; AID 651635; also: potency is read from the fitted curve at half-maximal effect; nearly all actives have a fitted effect of over 40% in size
The depositor's hits bear a star; i = inactive; ? = inconclusive; . = no result given; & = joins results of further samples; [ ] = another dose, or the depositor's remark. Unless noted, calls follow the shape of the dose curve; as a rule, active = well fitted curve in the direction sought with a large enough effect; inconclusive = small, poorly fitted or top-dose-only effect, or another doubt; inactive = no such curve, though single readings can be large; an effect the other way counts as inactive or inconclusive. Random draw from the library (roughly 8.8% active in at least one column).

SMILES	MCF10A rereplic	Nrf2 activator	Nrf2 inh	ATXN2 expr inh	IL-1B inflam inh	HepG2 tox	TGFb inhibitor	A549 viability	ATXN viability
CNC(=S)N(Cc1ccc2c(c1)OCO2)C1CC(=O)N(c2ccccc2)C1=O (stereo not given)	?	-0.2%	-4%	5%	-3	-4%	1%	0%	i
CSc1ccccc1NC(=O)CN(C)C(=O)c1c(C)nn(Cc2ccccc2)c1C	-2%	1.5%	-10%	3%	8	11%	0%	13%	i
O=C(NCCOC(=O)C1COc2ccccc2O1)c1cccnc1 (stereo not given)	4%	-0.4%	.	10%	-5	9%	-3%	-2%	i
C#CCOc1coc(COC(=O)c2ccccc2)cc1=O	-5%	0.1%	5%	34%	9	12%	-5%	-2%	i
COc1ccc(C2c3c(n(C)c4ccccc34)C(=O)N2CC(=O)Nc2cccc(F)c2)cc1 (stereo not given)	.	3.8%	-7%	.	.	-17%	0%	-22%	.
COc1ccc(OC)c(CNc2nc3ccccc3n2CCN2CCCCC2)c1	7%	-0.3%	-15%	?	-17	-25%	-13%	-21%	?
COc1cccc(C(=O)NCCS(=O)(=O)NCC2CCCO2)c1 (stereo not given)	1%	0.1%	17%	9%	-2	-29%	9%	1%	i
CC(C)CNC(=O)c1ccc(NC(=O)c2ccccc2[N+](=O)[O-])cc1	-38%[inhibitor]	-0.4%	-3%	-2%	-22	2%	-4%	2%	i
CCOC(=O)COc1cc(=O)n(CC)c2ccccc12	-5%	2.7%	5%	.	31	-15%	-18%	12%	i
FC(F)(F)c1cccc(N2CCN(c3nnnn3-c3ccccc3)CC2)c1	13%	0.1%	-12%	2%	?	-12%	-20%	-1%	i
COc1ccccc1N1CCN(C(=O)Nc2cccc(C)c2)CC1	9%	0.2%	.	1%	-12	5%	-3%	0%	i
CCOc1cc(C(=O)OCC(=O)Nc2cc(C)on2)ccc1OCC(C)C	18%	-0.1%	19%	-26%[11.3 µM]	-11	-34%	6%	1%	i
CCCC(=O)C1=C(O)C(C(=O)OC)C(C)(C)CC1=Nc1ccccc1 (stereo not given)	?	1.6%	.	-3%	-2	-2%	-2%	13%	i
Cc1cc(C)n(CC(C)Nc2nc3nonc3nc2N2CCCCC2)n1 (stereo not given)	-1%	0.5%	4%	8%	0	-4%	-1%	-1%	i
Cc1ccc(C(=O)NC2(C(F)(F)F)C(=O)Nc3c2c(=O)[nH]c(=O)n3CCc2ccccc2)cc1 (stereo not given)	.	0.4%	8%	5%	.	-15%	0%	2%	i
CCOc1cc(/C=N/Nc2nnc(C)n2N)ccc1O	?	-2.7%	-21%	-33%	0	11µM*	11µM*	-3%	i
CC1CN(C(=O)COC(=O)c2nn(-c3ccccc3)c(=O)c3ccccc23)CC(C)O1 (stereo not given)	4%	-0.8%	20%	.	10	4%	-5%	26%	i
CCOC(=O)C1CCCC12Nc1cccc3cccc(c13)N2 (stereo not given)	0%	6.0%	3%	-32%	-11	-6%	-10%	3%	i
CN(C)C(CNC(=S)Nc1ccccc1Cl)c1cccnc1 (stereo not given)	-25%	-0.4%	-9%	-12%	-17	-4%	3%	1%	i
CN1C(=O)C(O)(CC(=O)c2cccc(-n3cccc3)c2)c2ccccc21 (stereo not given)	5%	5.3%	11%	-11%	-11	-49%	0%	8%	i
CC1CCN(S(=O)(=O)c2cn(CC(=O)Nc3ccc(F)c(Cl)c3)c(=O)c3ccccc23)CC1	.	0.1%	?	84%[activator]	.	-23%	?	-19%	?
O=C(CNC1C(=O)Nc2ccccc21)Sc1ccccc1 (stereo not given)	7%	0.2%	?	5%	-19	16%	-13%	-4%	i
CCOCCCNC(=O)C(c1ccc(OC)cc1)N(Cc1ccc2c(c1)OCO2)C(=O)c1ccccn1 (stereo not given)	4%	-0.8%	3%	-16%	-2	1%	2%	-9%	i
COc1ccccc1OCCCCCc1c(C)n[nH]c1C	2%	0.2%	?	-11%	-13	-28%	-16%	-13%	i
O=C(NCCCN1CCCC1=O)c1cc(S(=O)(=O)N2CCN(c3ccccc3)CC2)ccc1Cl	-4%	-0.2%	8%	-12%	-9	-1%	-7%	13%	i

An excerpt of these results, as labelled records.
molecule: CCCC(=O)C1=C(O)C(C(=O)OC)C(C)(C)CC1=Nc1ccccc1 (stereo not given)
- MCF10A rereplic: ?
- Nrf2 activator: 1.6%
- Nrf2 inh: .
- ATXN2 expr inh: -3%
- IL-1B inflam inh: -2
- HepG2 tox: -2%
- TGFb inhibitor: -2%
- A549 viability: 13%
- ATXN viability: i

molecule: CSc1ccccc1NC(=O)CN(C)C(=O)c1c(C)nn(Cc2ccccc2)c1C
- MCF10A rereplic: -2%
- Nrf2 activator: 1.5%
- Nrf2 inh: -10%
- ATXN2 expr inh: 3%
- IL-1B inflam inh: 8
- HepG2 tox: 11%
- TGFb inhibitor: 0%
- A549 viability: 13%
- ATXN viability: i

molecule: COc1ccccc1N1CCN(C(=O)Nc2cccc(C)c2)CC1
- MCF10A rereplic: 9%
- Nrf2 activator: 0.2%
- Nrf2 inh: .
- ATXN2 expr inh: 1%
- IL-1B inflam inh: -12
- HepG2 tox: 5%
- TGFb inhibitor: -3%
- A549 viability: 0%
- ATXN viability: i

Back to the main list; the 3 compounds before the break are reprinted first.
SMILES	MCF10A rereplic	Nrf2 activator	Nrf2 inh	ATXN2 expr inh	IL-1B inflam inh	HepG2 tox	TGFb inhibitor	A549 viability	ATXN viability
CCOCCCNC(=O)C(c1ccc(OC)cc1)N(Cc1ccc2c(c1)OCO2)C(=O)c1ccccn1 (stereo not given)	4%	-0.8%	3%	-16%	-2	1%	2%	-9%	i
COc1ccccc1OCCCCCc1c(C)n[nH]c1C	2%	0.2%	?	-11%	-13	-28%	-16%	-13%	i
O=C(NCCCN1CCCC1=O)c1cc(S(=O)(=O)N2CCN(c3ccccc3)CC2)ccc1Cl	-4%	-0.2%	8%	-12%	-9	-1%	-7%	13%	i
Cc1[nH]c2ccc(C(=O)NCCCN(C)C3CCCCC3)cc2c1C	0%	-0.1%	11%	-16%	?	-14%	0%	7%	i
Cc1ccc2c(c1)C(c1ccncc1)=NNC(c1ccc(F)cc1)=N2	1%	5.9%	?	14%	-19	3%	18%	2%	i
O=C1CC(=O)Nc2cc(S(=O)(=O)N3CCOc4ccccc43)ccc2N1	0%	-1.7%&-0.5%	-12%	-25%	-7	-21%&-13%	19%&-21%	-8%&-1%	i
Cc1cc(C(=O)OCC(=O)Nc2nc(-c3ccccc3)cs2)c(C)o1	1%	0.0%	-14%	-6%	-8	-34%	-19%	0%	i
O=C1NC[C@@H](CCCCN2C[C@H](Cc3ccc(O)cc3)N(CC3CCCCC3)C(=O)C2=O)N(CC2CCCCC2)C1=O	.	0.3%	.	-5%	7	.	.	.	?
COc1ccc(N2CCN(CC(O)COc3ccc([N+](=O)[O-])cc3)CC2)cc1 (stereo not given)	8%	-0.1%	0%	-10%[11.3 µM]	-3	3%	-15%	1%	i
CN(C(=O)c1ccccc1C(=O)OCC(=O)Nc1ccc(OC(F)F)cc1)c1ccccc1	0%	2.5%	8%	-15%	9	-12%	0%	-7%	i
OCC[C@@H]1C[C@@H](O)[C@H](O)[C@]2(Cc3ccccc3CCO2)O1	?	-0.6%	9%	2%	25	12%	17%	-1%	i
CCOc1ccccc1N1CCN(Cc2ccc(OC)c(OC)c2OC)CC1	-5%	-0.6%	-24%	-22%	-8	-17%	?	1%	i
CC(C)(C)OC(=O)NCCCCCNC(=O)c1nc[nH]c1C(=O)NCc1ccccc1	20%	8.0%	?	-13%	11	-28%	?	-4%	?
COc1ccc(NC2SC(=O)N(C)C2=O)cc1 (stereo not given)	-16%	2.7%	19%	-4%	0	-7%	-12%	-5%	i
O=C(CCSc1ccccc1)Nc1nnc(-c2ccccc2)o1	-1%	0.0%	20%	-21%	47	1%	0%	-5%	i
Cc1cc(-c2ccc(Cl)cc2)n2nc(N)nc2n1	1%	6.4%	2%	2%	-16	0%	-5%	0%	i
Cn1c(SCc2ccccc2)nnc1-c1ccc2nonc2c1	0%	-0.2%	-2%	23%	-2	20%	-4%	-7%	i
CC(C)(C)n1nnnc1C(c1cccs1)N(Cc1ccccc1)Cc1cccnc1 (stereo not given)	5%	-0.9%	4%	-22%	-4	-7%	12%	4%	i
COc1ccc(OC)c2c1nc1n2CCS1	15%	-0.6%	1%	8%	5	-5%	7%	-5%	?
O=C(CSc1ncnc2nc[nH]c12)c1ccccc1	?	0.5%	14%	19%	-9	-30%	-14%	-2%	i
COc1ccc(C(=O)N2CC=C(c3ccccc3)CC2)cc1S(=O)(=O)N1CCOCC1	-1%	0.0%	0%	9%	-17	6%	4%	2%	i
COc1ccccc1CN(C)C(=O)c1cc2ccccc2o1	-10%	-0.5%	10%	23%	-18	9%	-24%	2%	i
CCCN1CCN(S(=O)(=O)c2ccc(OC)c(Br)c2)CC1	0%	-0.4%	.	-5%	-28	20%	2%	19%	i

TGFb inhibitor: hit marks shown above
| SMILES | Nrf2 activator | Nrf2 inh | IL-1B inflam inh | TGFb inhibitor |
| --- | --- | --- | --- | --- |
| CCOc1cc(/C=N/Nc2nnc(C)n2N)ccc1O | -2.7% | -21% | 0 | 11µM* |
